Screens: PubChem, National Center for Advancing Translational Sciences (NCATS)
Luc counter = Counterscreen for Luciferase (Kinase-Glo TM) Inhibition. Luciferin 4-monooxygenase (Photuris pensylvanica), Q27757. Kinase-Glo luciferase, ATP luminescence, 8 min. Potency, µM (titrated, usually from 38.3 µM), for inactives: at the top dose activity change, negative = inhibition, hits mostly inhibitors. 200,000 compounds, 0.28% hits. AID 1379, 2008; note: % is set by controls: 0 for no effect and ±100 for the full control effect; nearly all actives have a fitted effect of over 60% in size
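Compounds were added to a substrate mix at pH 7.2 (50 mM imidazole, 10 uM ATP, within the enzyme's linear range), followed by Kinase-Glo detection reagent; luminescence was measured after 8 minutes at ambient temperature.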
JMJD2E inh = qHTS Assay for Inhibitors of Human Jumonji Domain Containing 2E (JMJD2E). Potency, µM (series often up to 57.1 µM), for the others: at the highest dose activity change, negative = inhibition, usual class: inhibitors. JMJD2E catalytic domain, FDH-coupled NADH fluorescence (FDH is formaldehyde dehydrogenase). Lysine-specific demethylase 4E (Homo sapiens), B2RXH2. 230,000 compounds, 1.6% hits; active = well fitted inhibition curve with a large enough effect, not every such curve was filed as active; inconclusive = small, poorly fitted or top-dose-only effect, or another doubt; inactive = no such curve, though single readings can be large or run the other way;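 note: 0% = wells with enzyme and -100% = buffer wells without enzyme; nearly all actives have a fitted effect of over 50% in size; many of its hits are not listed in these tables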
Target sequence (B2RXH2 1-337 limits assumed): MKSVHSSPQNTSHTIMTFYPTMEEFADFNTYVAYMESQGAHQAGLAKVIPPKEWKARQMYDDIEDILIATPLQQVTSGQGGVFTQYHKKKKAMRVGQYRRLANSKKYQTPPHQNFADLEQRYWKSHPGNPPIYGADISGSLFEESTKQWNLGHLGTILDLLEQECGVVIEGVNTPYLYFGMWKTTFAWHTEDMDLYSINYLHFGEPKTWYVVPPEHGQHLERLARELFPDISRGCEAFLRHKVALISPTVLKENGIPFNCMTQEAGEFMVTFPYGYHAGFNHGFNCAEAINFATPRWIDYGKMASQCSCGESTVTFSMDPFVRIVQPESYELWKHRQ
IMPase Li cell = qHTS Assay for Identifying the Cell-Membrane Permeable IMPase Inhibitors: Potentiation with Lithium; CHO-M1 cells, IP1 TR-FRET (IP-One), carbachol + lithium; Potency, µM (series often up to 59.4 µM), inactives show top-dose activity, negative = IMPase inhibition, actives largely listed as inhibitors; 210,000 compounds, 0.35% hits; AID 1457, 2008;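 note: IP1 builds up when IMPase is blocked and the TR-FRET signal falls; plate controls were basal vehicle for no effect and high inhibitor control for full effect; nearly all actives have a fitted effect of over 50% in size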
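Lithium-sensitised IP1 accumulation assay; M1-expressing CHO cells treated 30 min at 37C with compound. Competitive antibody detection by time-resolved FRET followed a 10 min room-temperature lysis step.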
SMN2 splice up = qHTS Assay for Enhancers of SMN2 Splice Variant Expression; HEK293 SMN2-luciferase splicing reporter, luminescence, 30-36 h; Potency, µM (highest dose often 46.1 µM), without a hit: at the top dose activity change, positive = activation, hits mostly activators; 210,000 compounds, 2.8% hits; AID 1458, 2008; note: % of control where 0% means no effect; nearly all actives have a fitted effect of over 55% in size
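HEK293 cells carry an SMN2 […]–luciferase reporter in which exon 7 inclusion puts luciferase in frame. Cells were plated 10-12 h before compound addition, then incubated 30-36 h at 37C. ONE-Glo luminescence was read; sodium butyrate at 4.5 mM final served as control.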
GoLoco inh red = qHTS Assay for Inhibitors of RGS12 GoLoco Motif Activity (Red Fluorophore); 230,000 compounds, 0.44% hits; Gai1:RGS12 GoLoco peptide FP, rhodamine, 10 min; Potency, µM (doses to about 61.6 µM), for the others: at the top dose activity, negative = inhibition, most hits filed as inhibitors; active = well fitted inhibition curve with a large enough effect, not every such curve was filed as active; inactive = no such curve, though single readings can be large or run the other way; note: % is set by controls: 0 for no effect and ±100 for the full control effect; nearly all actives have a fitted effect of over 30% in size; many of its hits are not listed in these tables
Target sequence (P63096 whole entry, looked up): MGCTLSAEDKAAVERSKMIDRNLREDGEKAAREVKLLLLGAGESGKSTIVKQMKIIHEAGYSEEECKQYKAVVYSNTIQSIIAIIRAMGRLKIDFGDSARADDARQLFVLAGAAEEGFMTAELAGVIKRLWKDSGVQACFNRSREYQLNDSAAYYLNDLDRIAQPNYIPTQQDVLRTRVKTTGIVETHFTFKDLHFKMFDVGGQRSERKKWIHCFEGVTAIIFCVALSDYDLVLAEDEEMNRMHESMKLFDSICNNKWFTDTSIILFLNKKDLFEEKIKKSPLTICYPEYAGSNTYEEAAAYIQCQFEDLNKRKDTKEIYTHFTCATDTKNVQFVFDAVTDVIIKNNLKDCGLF
NPSR antagonist = qHTS Assay for Antagonists of the Neuropeptide S Receptor: cAMP Signal Transduction; Q6W5P4; CHO-NPSR cells, cAMP TR-FRET, antagonist mode; Potency, µM (highest dose often 38.3 µM), for inactives: at the top dose activity change, negative = inhibition, hits mostly inhibitors; 220,000 compounds, 1% hits; AID 1461, 2008; note: % is set by controls: 0 for no effect and ±100 for the full control effect; nearly all actives have a fitted effect of over 50% in size; many of its hits are not listed in these tables
Target sequence (Q6W5P4 whole entry, looked up): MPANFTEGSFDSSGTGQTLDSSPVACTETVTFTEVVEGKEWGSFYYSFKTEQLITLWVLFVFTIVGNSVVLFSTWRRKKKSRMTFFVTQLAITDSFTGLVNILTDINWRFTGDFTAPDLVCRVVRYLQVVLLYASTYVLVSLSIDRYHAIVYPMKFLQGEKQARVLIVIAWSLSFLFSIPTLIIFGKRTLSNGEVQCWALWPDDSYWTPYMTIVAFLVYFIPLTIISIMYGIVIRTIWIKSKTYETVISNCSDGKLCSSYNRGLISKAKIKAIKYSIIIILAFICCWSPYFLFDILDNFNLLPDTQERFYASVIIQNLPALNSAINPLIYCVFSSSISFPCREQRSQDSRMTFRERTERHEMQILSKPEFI
RECQ1 inh = qHTS Assay for Inhibitors of RecQ-Like Dna Helicase 1 (RECQ1); Potency, µM (series often up to 57.3 µM), for inactives: at the top dose activity, negative = inhibition, usual class: inhibitors; 240,000 compounds, 0.54% hits; RECQ1 DNA unwinding, red fluorescence kinetic read;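 note: plate controls were vehicle for no effect and no enzyme for full effect; nearly all actives have a fitted effect of over 30% in size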
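50 nM RECQ1T1 preincubated 15 min with compound in Tris pH 8.0 buffer with MgCl2, DTT, Tween-20 and 2.5 ug/ml poly(dI-dC); started with 200 nM TAMRA/BHQ-2 forked duplex and 2 mM ATP. Unwinding read as fluorescence (525/598 nm), two reads 2 h apart.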
Epigenetic reg = Quantitative High-Throughput Screen for Regulators of Epigenetic Control; 280,000 compounds, 0.2% hits; murine LDR cells, GFP reporter derepression, 30 h; Potency, µM (titrated, usually from 53.9 µM), inactives show top-dose GFP activation, most hits filed as activators; note: % of control where 0% means no effect; nearly all actives have a fitted effect of over 60% in size
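Readout is the number of GFP-expressing murine LDR cells, counted by cytometry following washing. Cells were treated with compound for 30 h at 37 C; the stably integrated CMV-GFP locus is normally silent.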
* marks the source's active call; other numbers are inactive results; i = inactive; ? = inconclusive; · = no result given; & = joins results of further samples; [ ] = remark or other dose. Unless noted, calls come from the whole dose curve; as a rule, active = well fitted curve in the direction sought with a large enough effect; inconclusive = small, poorly fitted or top-dose-only effect, or another doubt; inactive = no such curve, though single readings can be large; an effect the other way counts as inactive or inconclusive. Potency is the fitted concentration of half-maximal effect. This is a subset, so the mix of outcomes need not match the whole.

The line under a structure holds: Luc counter	JMJD2E inh	IMPase Li cell	SMN2 splice up	GoLoco inh red	NPSR antagonist	RECQ1 inh	Epigenetic reg
- Nc1cccc(C(=O)OCC(=O)Nc2cccc3c2C(=O)c2ccccc2C3=O)c1
  -4%	9%	4%	-8%	-11%	-23%	-7%	0.0%
- CN(Cc1c(O)ccc2c1oc(=O)c1ccccc12)C1CCCCC1
  2%	25µM*	?	?	-13%	5%[46.1 µM]	-9%	0.0%
- COc1ccccc1Nc1nnc(SCC(=O)Nc2nc(-c3ccc(F)cc3)cs2)s1
  3%	10%	3%	·	35%[activator]	-3%	4%	4.5%
- O=C(NCc1ccc2c(c1)OCO2)c1ccc(Cl)c(S(=O)(=O)N2CCOCC2)c1
  0%	-1%	18%[38.3 µM]	-2%	9%	-13%[46.1 µM]	-11%	0.0%
- COc1ccc(CCNC(=O)c2ccc(CNc3c(N4CCOCC4)c(=O)c3=O)cc2)cc1OC
  -3%	-10%	-5%	9%	12%	-5%[46.1 µM]	-1%	0.0%
- Cc1cccc2cc(CNCc3ccccc3)c(Cl)nc12
  -4%	-7%	1%	·	9%	11%	i	0.9%
- O=c1c(O[C@@H]2O[C@H](CO)[C@H](O)[C@H](O)[C@H]2O)c(-c2ccc(O)c(O)c2)oc2cc(O)cc(O)c12
  ·	1.8µM*	·	·	23%	8%	-10%	0.0%
- O=C(COc1ccc2ccccc2c1Br)N1CCOCC1
  1%	2%	-14%	25%	2%	16%[46.1 µM]	-2%	-0.8%
- C[C@@H]1CCC[C@H](C)N1NC(=O)c1ccc(Cl)c(S(N)(=O)=O)c1
  0%	-12%	-7%&-2%	-13%	13%	2%	-6%	-1.7%
- CN(Cc1ccccc1)S(=O)(=O)c1ccc(NC(=S)NC(=O)C2CCCC2)cc1
  1%	2%	23%[38.3 µM]	-2%	7%	-7%[46.1 µM]	-17%	2.3%
- COc1ccccc1/C=N/NC(=O)CCn1cnc2ccccc21
  1%	-4%	3%	0%	-1%	-1%	-9%	-1.0%
- COC(=O)c1cccc(CN2C(=O)SC(Nc3ccccc3)C2=O)c1 (stereo unspecified)
  ·	3%	·	·	-1%	-2%[7.67 µM]	1%	1.4%
- CCOC(=O)CSc1nnc(NC(=O)c2cccc(S(=O)(=O)N3CCCCCC3)c2)s1
  2%	?	1%[38.3 µM]	14%	8%	-9%[46.1 µM]	-9%	1.2%
- O=[N+]([O-])c1cc(S(=O)(=O)N2CCCCC2)ccc1NCCCN1CCOCC1
  0%	4%	0%	-12%	0%	-5%	-13%	1.3%
- O=C(Nc1nc(-c2cc3ccccc3oc2=O)cs1)c1ccco1
  -1%	?	6%[38.3 µM]	6%	23%	-6%[46.1 µM]	1%	0.0%
- CCOc1cc(C(=O)NCC(=O)N/N=C/c2sccc2C)cc(OCC)c1OCC
  -2%	6%	15%	-1%	16%	-31%	i	0.0%
- O=C(Nc1ccc(OC(F)(F)F)cc1)c1ccc(S(=O)(=O)N2CCOCC2)o1
  ·	2%	·	·	0%	15%	-9%	1.1%
- O=C(c1cccc(Cl)c1)N1CCC(c2nc3ccccc3[nH]2)CC1
  -2%	1%	1%	-26%	1%	15%	-11%	-7.9%
- CC1(c2nnc(-c3ccc(Cl)cc3)o2)CC(c2c(Cl)cccc2Cl)=NO1 (stereo unspecified)
  ·	-7%	·	·	7%	-43%	6%	0.3%
- Fc1ccccc1-n1c(-c2ccc3ccccc3n2)n[nH]c1=S
  0%	-11%	-5%	3%	8%	-29%	i	0.9%

Molecules shown so far that contain a furan ring, fused or not (two):
The line under a structure holds: Luc counter	JMJD2E inh	IMPase Li cell	SMN2 splice up	GoLoco inh red	NPSR antagonist	RECQ1 inh	Epigenetic reg
- O=C(Nc1nc(-c2cc3ccccc3oc2=O)cs1)c1ccco1
  -1%	?	6%[38.3 µM]	6%	23%	-6%[46.1 µM]	1%	0.0%
- O=C(Nc1ccc(OC(F)(F)F)cc1)c1ccc(S(=O)(=O)N2CCOCC2)o1
  ·	2%	·	·	0%	15%	-9%	1.1%

The list continues.
The line under a structure holds: Luc counter	JMJD2E inh	IMPase Li cell	SMN2 splice up	GoLoco inh red	NPSR antagonist	RECQ1 inh	Epigenetic reg
- O=Cc1ccc(OCc2cccc(C(F)(F)F)c2)cc1O
  -3%	-10%	0%	24%	-2%	-24%	-8%	?
- Cc1ccc(SCCNC(=O)c2ccc(CN3CCOCC3)cc2)cc1
  3%	-12%	-1%	-22%	-3%	-3%	i	1.3%
- CN1CCN(CC(=O)N2c3ccccc3C(C)(c3ccc(Cl)cc3)CC2(C)C)CC1 (stereo unspecified)
  -5%	6%	13%[38.3 µM]	-13%	1%	-4%[46.1 µM]	i	0.8%
- COc1ccccc1NC(=O)c1ccc(NC(=O)CSc2ncccn2)cc1
  -2%	-11%	-2%	9%	3%	-7%	3%	-1.9%
- COc1ccc2c(c1OC)C(=O)N(c1ccc(O)cc1)C2=O
  ·	3%	-1%	·	3%	3%	i	-0.2%
- CCOc1ccccc1NC(=O)COC(=O)CNS(=O)(=O)c1ccc(C)cc1
  -2%	1%	7%	-9%[1.84 µM]	5%	13%	-7%	-0.9%
- Cc1ccc(-c2cc(C(=O)N3CCCc4ccccc43)c3ccccc3n2)cc1
  -11%	?	48%[activator][38.3 µM]	-17%	9%	-26%[46.1 µM]	-11%	-0.6%
- COCCOc1cc(-n2ccnc2SC)c(Cl)cc1Cl
  6%	-2%	15%[38.3 µM]	-2%	-4%	-6%[46.1 µM]	2%	2.2%
- Cc1ccnc(NC(=O)c2ccc3c(c2)S(=O)(=O)c2ccccc2C3=O)c1
  ·	-6%	·	·	1%	-19%	i	-1.1%
- CC(NC(=O)CC1Nc2ccccc2NC1=O)c1ccccc1 (stereo unspecified)
  0%	?	15%[38.3 µM]	?	24%	-9%[46.1 µM]	i	-1.1%
- Cn1cc(/C=N\O)nc2c(=O)n(-c3ccccc3)c(=O)nc1-2
  -1%	?	-1%	8%	14%	-4%	25%	0.0%
- CCOc1ccc(C(=O)NC(=S)NCc2cccnc2)cc1[N+](=O)[O-]
  -1%	6%	-5%	-28%	7%	0%	-7%	-6.3%
- CN(C)CC(C)(C)CNC(=S)Nc1cc(S(=O)(=O)N2CCOCC2)ccc1Cl
  -1%	-3%	9%	9%	2%	15%	i	-2.8%
- COc1ccc(/C=C(\C#N)C(=O)NCC(c2ccc(F)cc2)N2CCOCC2)cc1 (stereo unspecified)
  ·	-9%	·	·	3%	-20%	i	-1.1%
- CCn1c2ccccc2c2nc3cc(C(=O)O)ccc3nc21
  -1%	-1%	-27%	-57%[inhibitor]	70%[activator]	-15%	i	-3.1%
- CCN(c1ccc(NC(=O)CCNC(=O)c2ccco2)cc1)C(C)C
  -4%	2%	30%	-4%	15%	0%	-1%	1.3%
- Cc1nc2sc(C(c3cccs3)N3CCC(C(N)=O)CC3)c(O)n2n1 (stereo unspecified)
  0%	7%	0%	7%	-8%	0%	-12%	2.9%
- O=c1[nH]c(=O)n(Cc2ccco2)c2c1C(C(F)(F)F)(C(F)(F)F)N=C(CCC1CCCCC1)N2
  -3%	?	-21%[38.3 µM]	2%	13%	-11%[46.1 µM]	-14%	?
- N=C(N)SCCN1CCCCC1
  -10%[7.66 µM]	·	-3%	-11%[9.22 µM]	4%[14.2 µM]	·	·	·
- CCC(C)(C)C(=O)Nc1cccc(Cl)c1C
  0%	17%	10%	10%	6%	-2%	-7%	-1.5%
- O=C(CNC(=O)c1ccco1)OCc1ccc(Cl)cc1
  -3%	1%	17%[38.3 µM]	4%	3%	18%[46.1 µM]	-14%	0.9%
- CCOC(=O)Cn1nc(C)c(NC(=O)COc2ccc(F)cc2F)c1C
  2%	-5%	4%	-18%	6%	14%	-9%	3.5%
- O=C(N/C(=C/c1cn(-c2ccccc2)nc1-c1ccccc1)C(=O)N1CCOCC1)c1ccccc1
  0%	7%	9%	-3%	3%	23%	4%	0.0%
- COc1ccc(C(=O)NC(=S)NCc2ccc(-c3nc4ccccc4o3)cc2)cc1OC
  -1%	5%	-52%[38.3 µM]	14%	24%	-14%[46.1 µM]	3%	1.9%
- Cc1cc(CNC(=O)C(C)n2cc([N+](=O)[O-])cn2)c2ccccc2n1 (stereo unspecified)
  ·	-5%	-5%	·	1%	16%	0%	1.1%
- CN1CCN(c2ccc(S(=O)(=O)N3CCCCC3)cc2NC(=O)c2ccc(C#N)cc2)CC1
  -1%	10%	-2%	2%	5%	2%	-6%	0.8%
- CCc1c(C)sc(NC(=O)OC)c1C(N)=O
  -7%	0%	3%[38.3 µM]	-9%	14%	-1%[46.1 µM]	i	-1.2%
- CCN1C(=O)CC(Sc2ccccc2N)C1=O (stereo unspecified)
  0%	-3%	8%[38.3 µM]	15%	-1%	-3%[46.1 µM]	-4%	-1.9%
- CNc1ccnc(-c2ccccc2C(F)(F)F)n1
  -2%	7%	1%	-3%	0%	·	-10%	0.4%
- COc1ccc(-n2c(SCC(=O)N3CCCC3)nc3ccccc3c2=O)cc1
  0%	-4%	8%	-3%	7%	5%	23%	1.4%
- CCc1cc2c(=O)c(-c3nc4ccccc4[nH]3)coc2c(CN2CCCCC2C)c1O (stereo unspecified)
  ·	-11%	·	·	5%	20%[7.67 µM]	?	-0.4%
- COc1ccccc1CNS(=O)(=O)c1ccc(C)cc1
  2%	-1%	26%[38.3 µM]	0%	14%	0%[46.1 µM]	-1%	-2.9%
- COc1ccc(C(=O)Nc2ccc(S(=O)(=O)Nc3onc(C)c3C)cc2)cc1
  2%	-2%	3%[38.3 µM]	3%	10%	-5%[46.1 µM]	-2%	-0.8%
- COc1ccc(NC(=O)Cc2c(Cl)cccc2Cl)cn1
  0%	-2%	-2%	-3%	3%	-5%	i	1.1%
